CatB mixtures = human cathepsin B inhibition by mixtures. AID 488. 62,000 compounds, 0.06% hits. Purified cathepsin B, AMC dipeptide fluorescence, compound mixtures. inhibition, %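 (ten-compound pools at 5 µM per compound and 50 µM total)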. P07858; in the data active means inhibition above about 22%, passing the limit was not always enough;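 further: 0% = enzyme without compound and 100% = no enzyme blank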
ROCK2 blocker = ROCK2 (human) kinase inhibition; purified ROCK2, Kinase-Glo ATP depletion luminescence; 60,000 compounds, 0.35% hits; O75116; inhibition, % at 6 µM;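 active means inhibition above the screen-wide mean inhibition plus 3 SD, cut at about 18% in these data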;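 further: plate controls were DMSO wells for no effect and Y-27632 control wells after no-enzyme background subtraction for full effect; many of its hits are not listed in these tables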
CatS inh = human cathepsin S inhibition; P25774; recombinant cathepsin S, AMC dipeptide fluorescence, pooled mixtures; inhibition, %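 (tested at 5 µM per compound within 10-compound mixtures)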; 62,000 compounds, 0.06% hits; in the data active means inhibition above about 32%, passing the limit was not always enough;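 further: 0% = enzyme without compound and 100% = blank without enzyme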
CatB block = human cathepsin B inhibition; P07858; AID 453; inhibition, %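 (tested at 10 µM)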; purified cathepsin B, fluorogenic substrate, fluorescence; 63,000 compounds, 0.1% hits; in the data active means inhibition above about 21%;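 further: 0% = enzyme with no compound and 100% = no enzyme blank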
PKA inh = blocks human protein kinase A activity. P17612. PKA Kemptide phosphorylation, Kinase-Glo ATP luminescence. inhibition, % at 6 µM. 65,000 compounds, 0.1% hits. AID 524;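 active means inhibition above the screen-wide mean inhibition plus 3 SD, cut at about 21% in these data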; further: many of its hits are not listed in these tables
CatL inh = inhibitors of human cathepsin L; P07711; purified cathepsin L, fluorogenic substrate, fluorescence; inhibition, %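 (tested at 10 µM)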; 58,000 compounds, 0.17% hits; in the data active means inhibition above about 45%;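 further: 0% = enzyme with no compound and 100% = no enzyme blank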
Cathepsin G inh = cathepsin G (human) inhibition. AID 581. inhibition, % at 5 µM (by protocol). purified enzyme, AMC-tetrapeptide fluorescence, pooled mixtures. 62,000 compounds, 0.2% hits;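 active means inhibition above 20% in each of the two mixture wells holding the compound; inactive means inhibition of 20% or less in either well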;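 further: 0% = enzyme control without mixture and 100% = blank lacking enzyme; strong numbers were not always called active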
C1s block = human complement C1s inhibition; P09871; purified C1s, fluorogenic AMC substrate, pooled mixtures; 62,000 compounds, 0.16% hits; AID 538; mean inhibition % of two 10-compound mixtures (stronger effect = higher value), % at 5 µM (by protocol);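 active means inhibition above 20% in each of the two 10-compound mixture wells holding the compound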;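 further: 0% = enzyme wells lacking compound mixture and 100% = no-enzyme blank wells; some compounds called inactive have numbers as strong as hits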
Her2 expr inh = Her2 kinase expression inhibition. 65,000 compounds, 0.69% hits. P04626. HER2 level % of control, % at 10 µM. SKBR-3 HER2 protein level, AlphaScreen, 18-24 h; stronger effect = lower value. AID 645;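 active means HER2 level under 5% of the carrier-only control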;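 further: 100% = DMSO carrier and 0% = 500 nM PU-H71 HSP90 inhibitor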
The depositor's hits bear a star; · = no result given. Some of the compounds tested; count on the stated rates, not on these rows.

SMILES	CatB mixtures	ROCK2 blocker	CatS inh	CatB block	PKA inh	CatL inh	Cathepsin G inh	C1s block	Her2 expr inh
COc1ccccc1N1C(=O)C2C3C=CC(C3)C2C1=O (stereo not given)	0	6	-7	1	11	5	-4	0	109
COc1cc(C2c3sc(=O)[nH]c3SC3C4CCC(C4)C23)ccc1O (stereo not given)	4	·	-1	-1	0	3	9	10	49
CCCN(Cc1cc2ccc(C)cc2[nH]c1=O)C(=O)c1cccnc1	-8	3	-3	3	6	-3	6	-3	124
CN1CCc2c(sc3c2C(=O)NC(c2cccs2)N3)C1 (stereo not given)	6	8	4	-1	6	3	1	-6	77
CCOC(=O)c1nnn(-c2nonc2N)c1CSc1ccccn1	21	5	5	10	13	-2	-3	-9	133
O=C(NC1CCCC1)C1c2ccccc2C(=O)N1CCCN1CCOCC1 (stereo not given)	2	-1	2	1	-5	·	3	3	71
CCc1nnc2n1N=C(c1ccc(-c3ccc(Cl)cc3Cl)o1)CS2	3	0	-9	0	-4	-2	-6	17	89
CC(C)n1nnnc1C(c1ccc(F)cc1)N1CCN(C2CCCC2)CC1 (stereo not given)	2	2	-4	3	8	2	9	11	103
COc1ccc(C2C3=C(N=C4SCC(=O)N42)c2ccccc2CC3)cc1 (stereo not given)	1	1	-17	-1	-1	6	8	-1	75
N#Cc1c(N)nc(N2CCCC2)c(C#N)c1-c1ccc(Cl)cc1	2	4	-2	-1	7	1	6	2	74

5 entries already listed, sorted by the value under ROCK2 blocker, lowest first.
SMILES | ROCK2 blocker
CCc1nnc2n1N=C(c1ccc(-c3ccc(Cl)cc3Cl)o1)CS2 | 0
CCCN(Cc1cc2ccc(C)cc2[nH]c1=O)C(=O)c1cccnc1 | 3
N#Cc1c(N)nc(N2CCCC2)c(C#N)c1-c1ccc(Cl)cc1 | 4
COc1ccccc1N1C(=O)C2C3C=CC(C3)C2C1=O (stereo not given) | 6
CN1CCc2c(sc3c2C(=O)NC(c2cccs2)N3)C1 (stereo not given) | 8

The listing continues.
SMILES	CatB mixtures	ROCK2 blocker	CatS inh	CatB block	PKA inh	CatL inh	Cathepsin G inh	C1s block	Her2 expr inh
COc1ccc(-n2c(SCC(=O)N3CCCC(C)C3)nnc2-c2cccnc2)cc1 (stereo not given)	3	4	-3	2	10	-2	-1	-5	104
CN(C)S(=O)(=O)N(Cc1ccc(Br)cc1)c1ccccc1	-2	6	-6	6	3	·	46	1	151
Cc1ccc(C(=O)CC2(O)C(=O)N(C)c3ccc(Br)cc32)c(C)c1 (stereo not given)	-8	5	-4	0	7	-3	8	5	85
CCOC(=O)C1CCN(c2c(Nc3ccc4c(c3)OCCO4)c(=O)c2=O)CC1	-3	0	4	-4	7	-14	1	1	101
N=c1nc(-c2ccccc2)ccn1O	5	2	-4	0	4	10	10	-2	143
Cc1ccccc1C(=O)N1CCC(C(=O)Nc2cccc(F)c2)CC1	-3	3	10	2	8	10	9	2	153
CCOC(=O)C1C(=O)NC(SCC(=O)Nc2nccs2)=C(C#N)C1c1ccccc1OCC (stereo not given)	7	9	-3	0	11	-3	2	1	91
CCOP(=O)(c1c(F)c(F)c(F)c(F)c1F)C1(O)CCCCC1 (stereo not given)	-3	2	-2	-1	7	39	6	-7	72
COC(=O)C(C)Sc1nc2c(c(=O)n(C)c(=O)n2C)n1CCC(C)C (stereo not given)	·	6	·	-4	6	8	·	·	116
CC(=O)N1CCN(CCN=CC2=C(O)CC(c3cccs3)CC2=O)CC1 (stereo not given)	3	3	-2	-5	10	-16	0	0	88
CCOC(=O)C1=C(N)n2c(s/c(=C\c3cccnc3)c2=O)=C(C#N)C1c1cccnc1 (stereo not given)	5	-3	19	-3	2	4	-4	-1	66
COc1ccc(S(=O)(=O)N(CC(=O)N2CCOCC2)c2cc(Cl)ccc2OC)cc1OC	2	-6	20	10	8	22	-8	-16	117
O=C(NCCc1ccccc1)C1CCCN1C(=O)NCc1ccccc1 (stereo not given)	2	5	-4	1	16	4	-3	-5	88
Cc1cc2ncn(-c3ncnc4sc(C)c(C)c34)c2cc1C	3	5	6	-4	9	4	0	-10	88
CCC(Sc1nc(=O)cc(N)n1-c1cccc(C)c1)C(=O)Nc1cc(C)on1 (stereo not given)	3	3	-3	0	7	-1	5	-2	112
O=C(N1CCOCC1)N1CCN(c2nc(-c3ccc(F)cc3)cs2)CC1	2	4	-7	-7	5	-10	-1	-7	81
CSc1cccc(NC(=O)CN(C)S(=O)(=O)c2ccc(C)cc2)c1	1	·	9	1	4	1	3	-2	102
O=C(c1cc(-c2ccc(F)cc2)on1)N1CCCC1	1	9	-4	8	11	9	10	2	86
O=C(Nc1nnc(SCc2ccccc2)s1)c1cccs1	6	2	-14	3	8	-10	12	14	86
COc1ccc(OCC(O)CN2CCCCC2)cc1 (stereo not given)	2	3	9	2	2	14	10	-18	86
CC(C)(C)N1CC(COc2ccccc2)OC1=O (stereo not given)	-1	6	7	-2	6	26	-1	2	94
CCOc1ccccc1-n1c(COc2ccc(C)cc2)nnc1SCC(N)=O	1	7	1	6	14	10	8	12	75
O=C(CSc1nnc(-c2cccnc2)n1-c1ccccc1)Nc1ccccn1	-11	-2	-14	2	-3	-6	-6	-78	97
CC(=O)Nc1nc(C)nc(C)c1C(C)=O	-2	-3	-3	1	0	1	3	-9	124
COc1ccc(OC)c(NC(=O)C2CCN(c3ncccn3)CC2)c1	8	3	-1	-1	10	5	12	18	79
CCOCC(=O)Nc1nnc(Cc2ccc(OC)c(OC)c2)s1	-1	4	-9	3	9	-11	5	-45	63
NC(=O)CS(=O)(=O)c1nc2ccccc2n1CC(=O)N1CCCCC1	-5	7	-10	0	6	1	-1	-32	107
COc1cccc(C(=O)Nc2nc(-c3ccc(S(=O)(=O)N4CCOCC4)cc3)cs2)c1	-1	4	-4	-2	10	·	-7	-43	70
Cc1ccc(Oc2nsnc2N2CCOCC2)cc1	4	10	-2	1	0	-1	8	-10	97
CCOC(=O)C1CCN(S(=O)(=O)c2cc(Cl)c(C)cc2OC)CC1	-4	4	-6	-3	2	-1	0	1	81
COC(=O)CSc1cc(SCC(=O)OC)c(C#N)c(SCC(=O)OC)c1	-4	-8	-3	-2	-10	-3	-1	-2	2.9*
O=C(O)COCc1nc2ccccc2[nH]1	5	-2	-3	7	-4	8	14	22*	72
CC(=O)Nc1cccc(NC(=O)CSc2nn3c(=O)c(C)nnc3s2)c1	1	4	7	5	5	3	0	3	66
Cc1cc2c(cc1C)N(CC(=O)N1CCCC1)C(=O)CC(c1ccccc1)=N2	-5	·	-10	-1	11	-3	-8	-40	115
COc1ccc(N2C(=O)CSC2c2ccc3c(c2)OCO3)cc1 (stereo not given)	2	4	-2	5	5	9	3	-16	86
Cc1ccccc1Cn1ccc(NC(=O)c2cnn3cccnc23)n1	1	8	2	7	19	17	-5	-9	97
CCC1(C)CC(CC(=O)O)(c2ccccc2OC)CCO1 (stereo not given)	1	7	4	8	10	21	11	11	72
CSCC[C@H](NC(=O)OC(C)(C)C)c1nnc(SCc2ccc(F)cc2)o1	3	6	7	9	11	10	13	16	78
O=c1c(-c2ccco2)[n+]([O-])c2ccccc2n1OCc1ccccn1	7	3	14	-1	3	9	20	29*	24
Cc1cc(NS(=O)(=O)c2ccc(NC(=O)CCc3ccccc3)cc2)no1	-1	5	-5	0	-4	-2	-2	-80	98
Cn1c(Oc2ccccc2NCc2cc(Br)ccc2O)cc(=O)n(C)c1=O	5	0	0	9	7	-6	12	9	80
CCC(=O)Nc1nc(C)cc(SCC(=O)OC)n1	5	-1	10	3	-1	-2	9	17	107
CCOc1ccc(NC(=O)c2ccccc2OC)cc1	1	3	8	-1	9	3	-1	-3	94
Cc1ccc(N2CCN(CC3CC=CCC3)CC2)cc1 (stereo not given)	5	0	13	7	-6	2	-2	-2	127
NC(=O)c1ccsc1NC(=O)CSc1ccccc1F	-4	-3	-2	0	0	-1	2	-1	92
COc1cc2nc(C3CC3)n(NC(=O)c3ccc(Cl)cc3)c(=O)c2cc1OC	5	-5	0	0	0	-1	-3	-33	79
Cc1cc(C)nc(SCC(=O)NC2=NC(=O)C(C)S2)n1 (stereo not given)	-1	0	-35	1	7	3	-21	-84	87
COc1ccc(S(=O)(=O)N(C)c2ccc(C(=O)NCC3CCCO3)cc2)cc1 (stereo not given)	-5	5	5	1	7	28	6	1	100
COc1ccccc1-c1nc(C#N)c(NCc2ccc(F)cc2)o1	8	4	27	1	7	-44	-1	-39	116
COCCSc1ccccc1C(=O)NCc1ccco1	5	2	11	4	-3	17	10	12	89

Next part
SMILES	CatB mixtures	ROCK2 blocker	CatS inh	CatB block	PKA inh	CatL inh	Cathepsin G inh	C1s block	Her2 expr inh
COc1ccc(CNC(=O)CSc2nnnn2Cc2ccccc2)cc1	-2	4	-5	-1	14	6	7	-10	92
Cc1n[nH]c(C)c1S(=O)(=O)N1CCCC(C(=O)NCC2COc3ccccc3O2)C1 (stereo not given)	10	2	6	2	0	15	3	1	75
O=c1c(-c2ccc3c(c2)OCCO3)c(C(F)(F)F)oc2cc(O)cc(O)c12	·	-3	·	0	3	31	·	·	30
O=C1CCCc2nc(N3CCN(C(c4ccccc4)c4ccccc4)CC3)ncc21	6	2	3	-3	8	3	0	5	77
COc1cccc(CNC(=O)C2CCN(S(=O)(=O)c3ccc4c(c3)CCC(=O)N4)CC2)c1	2	1	7	3	-7	·	10	6	98
Cc1ccc(NC(=O)CSc2nnc(C3CCCCC3)n2N)cc1F	3	-5	-4	1	-11	-7	10	22	82
N#CC1=C(N)N(c2ccccc2)C(c2ccco2)C1(C#N)C#N (stereo not given)	5	-5	5	4	-2	0	-2	-1	93
CC(C)CCNC(=O)Cn1c(NCCC(C)C)nc2c1c(=O)n(C)c(=O)n2C	7	2	9	3	4	-9	9	15	97
CCc1nnc(NC(=O)CSc2nnc(-c3c[nH]c4ccccc34)n2CC)s1	1	5	-8	2	11	-9	5	-50	95
COc1cc2c(C(=O)Nc3ccc4c(c3)OCO4)cn(CC(C)C)c(=O)c2cc1OC	1	·	5	2	6	6	7	10	62
CC(=O)NC(CC(C)C)C(=O)NC(=O)NCc1ccccc1 (stereo not given)	3	5	4	2	12	7	3	-38	99
Cc1cc(C)nc(N(C#N)CN2C(=O)c3ccccc3C2=O)n1	·	-15	·	1	1	16	·	·	117
CCOC(=O)c1c(C)[nH]c2cc(Br)c(O)cc12	-3	9	-7	-2	9	-4	4	-16	92
Cc1ccc(NCc2nnc(SCCN3CCCCC3)n2CC2CCCO2)cc1Cl (stereo not given)	6	-2	6	-2	-1	19	4	1	111
Cc1cc(NC(=O)Cn2c(=O)c3c(ncn3CC(C)C)n(Cc3ccccc3)c2=O)no1	0	4	9	-2	11	15	0	-26	93
COc1ccc(N2CCN(C(CNC(=O)C3CCCCC3)c3cccnc3)CC2)cc1 (stereo not given)	0	1	0	2	5	22	3	-52	98
CCOC(=O)COc1cccc2c(=O)n(CC(=O)N3CCN(C(=O)OCC)CC3)ccc12	3	-2	-2	-2	6	·	-1	-4	98
CCOC(=O)CSCc1c(C#N)c2ccccc2n1C	7	0	15	2	-6	-6	11	17	111
O=C(Nc1ccccc1)c1cnc2n(c1=O)CCS2	-7	2	27	3	6	9	5	-7	76
O=C(NCc1ccc2c(c1)OCO2)c1cnc2n(c1=O)CCS2	5	-7	-4	5	6	7	8	9	124
CCN(CC)CC(O)COc1ccccc1C(=O)CCc1ccccc1 (stereo not given)	2	6	0	5	8	·	7	-29	110
COCCOCC(O)CN1CCN(c2ccc(C)cc2)CC1 (stereo not given)	42	4	16	7	3	4	6	-28	99
O=C(COC(=O)c1n[nH]c2ccccc12)NC(=O)NC12CC3CC(CC(C3)C1)C2	5	0	12	6	6	14	-2	-23	86
